# AHR act: activates the human aryl hydrocarbon receptor; AHR-responsive luciferase reporter cells, luminescence; activation, % at 5 µM; hit rate 2.5% among 320,000; AID 2796; in the data active means activation above about 47%;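 further: 0% = vehicle wells and 100% = reference agonist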
# JMJD2C inh: blocks human GASC-1 demethylase activity; Q9H3R0; GST-JMJD2C(1-420) H3K9me3 demethylation, DELFIA europium; inhibition, % at 2.35 µM; hit rate 0.069% among 330,000;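 active means more than half of a compound's replicate wells show inhibition beyond 50%, single wells judged on their own value; inconclusive means some, but no more than half, of replicates pass 50% inhibition; inactive means no replicate passes 50% inhibition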;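 further: signal counts dimethyl H3K9 product captured on neutravidin plate; 0% = median of DMSO wells and 100% = 0.3 times that DMSO median; strong numbers were not always called active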
# Target sequence (Q9H3R0 1-420 limits assumed): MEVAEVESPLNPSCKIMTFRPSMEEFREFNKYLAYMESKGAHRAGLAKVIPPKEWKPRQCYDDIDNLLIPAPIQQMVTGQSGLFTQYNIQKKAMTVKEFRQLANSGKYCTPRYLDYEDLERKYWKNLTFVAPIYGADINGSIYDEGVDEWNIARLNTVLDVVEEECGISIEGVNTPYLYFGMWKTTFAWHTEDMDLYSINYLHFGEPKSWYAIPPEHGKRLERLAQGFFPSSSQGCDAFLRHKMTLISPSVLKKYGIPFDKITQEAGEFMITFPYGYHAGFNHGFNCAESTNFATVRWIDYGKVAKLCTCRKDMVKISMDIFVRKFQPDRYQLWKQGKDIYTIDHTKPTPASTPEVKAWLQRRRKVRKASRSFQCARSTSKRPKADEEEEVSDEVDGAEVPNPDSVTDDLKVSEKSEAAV
# procasp3 activ: activators of human procaspase-3; P42574; recombinant procaspase-3 D3A, Ac-DEVD-pNA absorbance 405 nm; activation, % at 8.5 µM; hit rate 0.11% among 330,000; AID 463141;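 active means activation above the mean of all tested compounds plus 3 SD, cut at about 21% in these data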;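 further: 0% = DMSO alone and 100% = DMSO wells spiked with extra 5 µM PC-3 D3A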
# Target sequence (P42574 whole entry D9A/D28A/D175A): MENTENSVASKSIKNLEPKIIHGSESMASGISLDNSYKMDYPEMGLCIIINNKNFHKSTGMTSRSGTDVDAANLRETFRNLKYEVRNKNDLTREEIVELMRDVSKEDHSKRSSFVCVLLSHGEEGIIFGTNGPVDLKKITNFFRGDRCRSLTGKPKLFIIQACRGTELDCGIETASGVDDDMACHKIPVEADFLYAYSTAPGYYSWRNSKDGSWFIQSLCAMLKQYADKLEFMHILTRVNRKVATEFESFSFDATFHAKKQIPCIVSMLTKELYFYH
#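 material = Procaspase-3 D3A mutant | probe or stimulus = Ac-DEVD-pNA | compound = single dose, 8.5 µM nominal compound, 0.8% DMSO | timing = 1 h preincubation, 2 h reaction | measured by = 405 nm absorbance of p-nitroaniline, reads at 0 and 120 min | benchmarks = DMSO-only low control, 5 µM PC-3 D3A high control | repeats = singlicate, each compound tested once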
# RPL19A TOR yeast: alters RPL19A-GFP fluorescence in TOR pathway yeast screen; S. cerevisiae RPL19A-GFP strain, flow cytometry, 3 h; active compounds read low; percent response vs DMSO, % at 10 µM; hit rate 0.3% among 330,000;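 active means percent response vs DMSO below 50%; inconclusive means fewer than 70 events counted for the yeast strain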;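 further: median channel GFP fluorescence of the barcoded RPL19A-GFP strain; ratio of sample median GFP to plate DMSO average so 100% = DMSO; lower means less RPL19A-GFP as with rapamycin TOR inhibition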
# LAP4 TOR yeast: yeast TOR pathway LAP4-GFP modulation. S. cerevisiae LAP4-GFP multiplex, flow cytometry GFP, 3 h; median GFP as percent of DMSO wells. GFP response vs DMSO, % at 10 µM. hit rate 0.34% among 320,000. AID 2023;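 active means GFP response vs DMSO above a set limit, about the screen mean plus 3 SD, cut at about 150% in these data; inconclusive means under 70 cell events counted for the yeast strain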
# CR mimetic SO: lowers age-related superoxide in aged yeast cells; AID 2690; superoxide response (% of plate mean), % at 10 µM; S. cerevisiae aged cells, superoxide DHE fluorescence; active compounds read low; hit rate 0.18% among 330,000;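 active means superoxide response under a set limit, about three screen SD below normal, cut at about 65% in these data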;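 further: yeast aged for seven days with compound at 30 °C before DHE staining; 100% = average MFI of all compound-treated wells on the plate with controls excluded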
# procasp7 counter: counter-screen for procaspase-3 activators: activators of human procaspase-7. hit rate 0.093% among 330,000. activation, % at 8.5 µM. recombinant procaspase-7, Ac-DEVD-pNA absorbance 405 nm; D23A/D198A/D206A triple mutant, cannot self-cleave; scale: DMSO 0, 5 µM enzyme 100. P55210. AID 463210;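 active means percent activation above the screen-wide mean plus 3 SD, cut at about 25% in these data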
# Target sequence (P55210 whole entry D23A/D198A/D206A): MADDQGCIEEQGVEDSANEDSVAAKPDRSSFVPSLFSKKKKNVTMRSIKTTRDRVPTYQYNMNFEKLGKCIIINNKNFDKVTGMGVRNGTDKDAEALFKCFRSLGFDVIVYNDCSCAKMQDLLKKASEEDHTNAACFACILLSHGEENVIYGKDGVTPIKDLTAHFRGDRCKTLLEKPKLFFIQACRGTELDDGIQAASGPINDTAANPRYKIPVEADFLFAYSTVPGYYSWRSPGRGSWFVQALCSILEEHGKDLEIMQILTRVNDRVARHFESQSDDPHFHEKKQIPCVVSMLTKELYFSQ
#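 Detection: p-Nitroaniline absorbance at 405 nm, read at 0 and 120 min; system: Uncleavable procaspase-7 mutant enzyme; evaluation: % activation from two-timepoint absorbance difference, scaled to controls; times: 1 h enzyme–compound preincubation and 2 h substrate reaction, both 25 °C; buffer or medium: Zinc-free HEPES pH 7.4 with 300 mM NaCl, 0.01% Triton X-100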
# MEP2 TOR yeast: yeast TOR pathway MEP2-GFP modulation; S. cerevisiae MEP2-GFP strain, flow cytometry GFP, 3 h; 100% = DMSO control level; GFP response vs DMSO, % at 10 µM; hit rate 0.51% among 330,000;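 active means GFP response versus DMSO above a set limit, roughly screen mean plus 3 SD, cut at about 180% in these data; inconclusive means fewer than 70 cells counted for a yeast strain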;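 further: median GFP fluorescence of the barcode-gated MEP2-GFP cells per well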
# The depositor's hits bear a star; ? = inconclusive; · = not tested or not shown; [ ] = dose if it differs, or a comment. Outcome played no part in choosing rows, and some 3.8% of all compounds hit somewhere here.
SMILES,AHR act,JMJD2C inh,procasp3 activ,RPL19A TOR yeast,LAP4 TOR yeast,CR mimetic SO,procasp7 counter,MEP2 TOR yeast
COC(=O)[C@H](CC(C)C)NC(=O)NC1CCCCC1C (stereo partly drawn),0,5,1,·,98,93,-13,104
COCCN(CCOC)S(=O)(=O)c1ccc(C(=O)Nc2ccncc2)cc1,·,1,·,98,83,91,·,105
O=P(O)(O)CP(=O)(O)O,-3,-16,9,99,108,103,3,90
S=C(Nc1cccc(Cl)c1)Nc1ccc2c(c1)OCCO2,·,-2,·,112,95,96,·,104
Cc1cccc(NC(=O)COC(=O)CCc2c[nH]c3ccccc23)c1,6,·,-4,98,101,97,-11,93
O=C(NCCCN1CCCC1=O)c1ccc2c(c1)ncn2C1CCCCC1,0,1,20,101,108,91,-3,97
Cc1ccccc1Cn1cc(/C=N/n2cnnc2)c2ccccc21,4,18,-5,100,102,102,9,110
Clc1ccccc1Nc1nnc(-c2ccncc2)s1,0,-2,-5,102,99,103,0,102
COc1ccccc1/C=C/C(=O)OCCN1CCOCC1,-1,8,-1,102,98,94,4,103
COc1ccccc1/C=C/C=N/N1CCN(Cc2cccc3ccccc23)CC1,11,-3,1,97,101,107,-5,85
O=C(CC1CCCC1)Nc1nc2ccccc2[nH]1,39,-18,-2,94,90,97,-1,94
COc1ccc(C2=[N+](C)CCn3cccc32)c(OC)c1,2,-5,2,103,96,103,-8,97
O=S(=O)(NCc1cccnc1)c1cccn1-c1ncc(C(F)(F)F)cc1Cl,0,-6,6,103,100,89,0,101
C/C(=N\NC(=O)CCCNc1ccccc1)c1ccncc1,6,7,-3,108,95,92,1,107
COc1ccc(-c2cnc(OC(C)(C)C)nc2OC(C)(C)C)cc1OC,4,18,6,102,97,100,6,103
CCCCNc1ccc(S(N)(=O)=O)cc1[N+](=O)[O-],-6,-6,-4,96,85,103,5,100
COc1ccccc1CN1CCNC(=O)C1CC(=O)N(C)Cc1ccon1 (stereo not drawn),-1,-5,6,105,95,98,8,111
O=C(O)CNC(=O)c1ccccc1F,-3,5,-1,89,83,94,3,102
S=c1c2c(nc3nc[nH]n13)CCC2,-2,3,-11,97,112,99,4,102
Cc1ccc(NC(=S)NCc2cccn2C)cc1,-1,-180,-2,93,94,95,-2,94
C[C@H](CO)N1C[C@H](C)[C@@H](CN(C)C(=O)Nc2ccccc2)Oc2ccc(NC(=O)CCC(F)(F)F)cc2C1=O,0,-4,-6,·,·,89,1,·
C=C(C(=O)c1ccccc1)C(c1ccccc1)C(C)C(=O)c1ccccc1 (stereo not drawn),-1,-3,-5,96,103,90,-1,91
COC(=O)c1cnc(Oc2ccc(NC(=O)NC(=O)c3ccccc3Cl)cc2)cc1C(F)(F)F,0,1,11,96,99,101,3,95
Cc1ccc(C)c(C(=O)N2CCC(n3nccc3NC(=O)C3CC3)CC2)c1,0,-2,2,97,96,97,1,94
O=C(Nc1ccc2c(c1)CCCN2C(=O)c1ccccc1)c1ccccc1Br,0,-6,2,102,95,95,5,102
O=C(c1ccc(F)cc1)N1CCCC(C(=O)N2CCc3ccccc3C2)C1 (stereo not drawn),0,-2,-1,97,98,113,-3,95
Cc1cc(OCC(=O)NCCc2cccc(F)c2)c2c(C)cc(=O)oc2c1,18,-13,9,98,96,110,5,105
CCc1cc(=O)oc2c(C)c(OCC(=O)NCCN3CCOCC3)ccc12,21,-29,2,102,101,86,-8,110
CCCCCCCCOC(=O)c1nc(Cl)c(Cl)c(N)c1Cl,11,-26,3,99,96,97,-2,101
CCCc1ncc(C(O)c2ccccc2OC)n1C (stereo not drawn),0,-7,10,87,92,97,10,92
Cc1ccc(N2C(=O)CC(c3c[nH]c4ccccc34)C2=O)cc1 (stereo not drawn),4,0,-6,95,100,104,11,100
CCOC(=O)c1cnc2nc(SC)nn2c1N,-3,8,-3,108,94,105,0,107
COc1ccccc1OCC(=O)Nc1cccc(-c2nc3ccccc3o2)c1,25,-5,-1,95,98,98,8,98
CC(=O)N1CCc2cc(S(=O)(=O)C(C)CC(=O)Nc3ccc(OC(F)(F)F)cc3)ccc21 (stereo not drawn),0,3,3,98,97,107,-2,100
CCN1C(=O)/C(=C\N2CCCCCC2)SC1=S,2,6,-5,99,102,94,4,100
COC(=O)c1cc2occc2n1Cc1ccc(Cl)cc1,0,17,-5,103,112,101,-1,104
COc1ccc(CCNC(=O)C(=O)Nc2ccc3c(c2)OCCO3)cc1OC,4,17,2,92,113,90,12,93
O=C(Cc1ccccc1F)NCC1(N2CCOCC2)CCCCC1,-1,-1,7,95,98,105,1,94
CCn1c(CNc2ccc(Cl)cc2)nnc1SCC#N,120*,10,4,?,79[may fluoresce red],128,7,89[may fluoresce red]
CC1CC(OC(=O)CN2CCCCC2)CC(C)(C)C1 (stereo not drawn),-1,0,-6,102,105,94,0,103
CC1CCCN(S(=O)(=O)c2ccc(-c3ccc(=O)[nH]n3)o2)C1 (stereo not drawn),2,-12,5,104,103,120,-5,104
CCOC(=O)c1cc2c(n(-c3ccccc3)c1=O)CC(C)(C)CC2=O,1,7,2,101,105,87,4,103
COc1ccc(OCCNC(=O)c2ccccc2OCC(=O)Nc2ccc(NC(C)=O)cc2)cc1,2,21,-6,93,102,101,-6,97
O=C(Cn1cncn1)N/N=C/c1ccc(Cl)cc1,6,3,1,101,97,98,5,100
CCOC(=O)C1CCCN(C(=O)c2ccc(S(=O)(=O)N3CCCC3)cc2)C1 (stereo not drawn),-3,6,4,97,109,120,8,96
CC(C)(C)c1cc(C(=O)NCc2cccnc2)ccn1,5,0,-2,92,105,96,1,97
C=CCN(C(=O)c1csnn1)C(C(=O)NCc1ccc(F)cc1)c1ccc(F)cc1 (stereo not drawn),-1,-2,3,104,105,112,-2,110
C=CCn1c(-c2ccc(OC)cc2)nc2nc3ccccc3nc21,35,-20,4,98,98,117,9,100
COc1ccc2nc(NC(=O)Cn3cnc4ccccc4c3=O)sc2c1,5,-1,-4,97,110,99,-18,106
COC(=O)c1ccccc1NC(=O)CN1CCN(Cc2ccccc2)CC1,-1,-2,1,104,93,106,11,106
O=C(/C=C/c1ccco1)NCc1ccccn1,-4,-1,-2,107,95,99,-2,100
CC(C)=C1C2CCC1C(C(=O)Nc1cc(C)cc(C)c1)C2C(=O)O (stereo not drawn),-2,10,-6,95,97,111,6,97
O=C(CN(Cc1cccs1)C(=O)CNS(=O)(=O)c1ccc(Cl)cc1)NCc1ccco1,-2,-1,-3,100,108,95,-3,108
Cc1ccc(-c2cc(C(=O)NN3CCOCC3)c3cc(Br)ccc3n2)o1,2,8,-7,100,101,100,7,103
OC(CCCCN1CCCCC1)c1ccccc1 (stereo not drawn),-4,-10,0,98,97,76,10,98
Cc1ccc(CN2CC(C(=O)N3CC(C)CC(C)C3)CC2=O)cc1 (stereo not drawn),-2,5,-2,95,97,87,8,105
O=C(COC(=O)Cc1n[nH]c(=O)c2ccccc12)NNC(=O)c1ccc(Br)cc1,5,-4,4,92,88,87,6,85
O=C(COC(=O)Cc1ccsc1)Nc1ccccc1Cl,2,7,-1,106,112,100,1,109
N#CCSc1nnc(-c2cccnc2)n1-c1ccccc1,-1,4,8,91,95,120,8,93
CCOc1ccc2oc(C(=O)NCc3nc4ccccc4[nH]3)c(C)c2c1,42,-6,4,110,89,94,7,101
# Continued:
SMILES,AHR act,JMJD2C inh,procasp3 activ,RPL19A TOR yeast,LAP4 TOR yeast,CR mimetic SO,procasp7 counter,MEP2 TOR yeast
COc1ccc(C(=O)c2c(-c3ccc(OC)cc3)oc3ccc(-c4cc(OC)c(OC)c(OC)c4)cc23)cc1,8,7,-2,97,126,126,-2,90
CC(=O)c1cn(CC(=O)Nc2ccccc2)c2ccccc12,8,3,4,102,90,105,7,102
CC(=O)c1ccc(OCC(=O)N2CCCC(Nc3ccc(C)c(C)c3)C2)cc1 (stereo not drawn),28,1,0,?,100[may fluoresce red],105,-6,?
Cc1c(NC(=O)c2noc(C(C)C)c2[N+](=O)[O-])c(=O)n(-c2ccccc2)n1C,1,-7,-3,105,104,105,-11,103
O=C(N/N=C\c1ccc(Cl)cc1)c1sccc1-n1cccc1,97*,5,2,106,106,87,-2,100
O=C(CSc1nc2[nH]c(=O)cc(O)c2s1)Nc1cc(Cl)cc(Cl)c1,0,0,-6,105,99,76,-18,102
COc1ccc(C(=O)N(C)Cc2cnn(Cc3ccccc3)c2)cc1S(=O)(=O)N1CCOCC1,0,-5,-8,92,96,110,4,94
O=C(NCC1CCCN1S(=O)(=O)c1cccs1)c1ccc(F)c(F)c1 (stereo not drawn),-2,1,6,100,103,84,2,97
CC(=O)N1CCN(S(=O)(=O)c2cccc(C(=O)N(Cc3ccccc3)c3ccc(C)cc3)c2)CC1,-2,1,4,92,99,102,-2,93
COCCNC(=O)COC(=O)/C=C/c1c(C)nn(Cc2ccc(Cl)cc2Cl)c1Cl,0,-1,-1,106,108,100,8,107
Cc1noc(C)c1COC(=O)CCc1nc2ccccc2s1,0,-7,9,99,106,99,-11,104
S=c1[nH]nc([C@@H]2C[C@H]2c2ccccc2)n1-c1ccccc1,-2,2,-11,102,93,89,-16,97
O=C(Nc1nc2c(ccc3ccccc32)s1)c1cc([N+](=O)[O-])ccc1N1CCOCC1,9,-19,6,100,96,113,-4,101
O=C(CCc1nnc2ccc(NCc3ccccc3Cl)nn12)NC1CCCCC1,5,21,10,101,98,95,1,101
O=C(NNC(=O)c1sccc1-n1cccc1)Nc1ccccc1,92*,-4,8,95,107,98,9,104
Brc1csc(C=Nc2ccc3c(c2)OCCOCCOCCOCCO3)c1,-3,-14,-9,97,96,107,-5,95
CC1CC(CC(C)C(=O)Nc2nncs2)C(=O)O1 (stereo not drawn),-1,-11,0,89,95,125,4,97
CC(C)OCC(O)CCc1n[nH]c(=S)n1-c1ccccc1 (stereo not drawn),-1,-1,-7,104,99,99,-1,103
CC(=O)Nc1ccc(NC(=O)CSc2nnc(CC(C)O)n2-c2ccccc2)cc1 (stereo not drawn),0,5,1,101,89,102,10,96
N/C(=N\N=C\c1ccco1)SC1CC(=O)N(c2ccc(C(=O)O)cc2)C1=O (stereo not drawn),9,2,1,106,101,97,11,104
CCOC(=O)CN(C(=O)CNC(=O)c1cccs1)C(C(=O)NC1CCCC1)c1ccncc1 (stereo not drawn),0,1,8,102,99,103,5,102
